TAAR1 antagonist = human TAAR1 antagonism. 360,000 tested, 1.5% active. Q96RJ0. CHO RD-HGA16 TAAR1, Fluo-8 calcium fluorescence, antagonist. inhibition, % at 3 µM;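 active = inhibition above a per-plate cutoff, the mean inhibition of test compounds on that plate plus 3 SD, cut at about 49% in these data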;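 also: 0% = DMSO plus EC80 beta-PEA response and 100% = DMSO alone without agonist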
Target sequence (Q96RJ0 whole entry, looked up): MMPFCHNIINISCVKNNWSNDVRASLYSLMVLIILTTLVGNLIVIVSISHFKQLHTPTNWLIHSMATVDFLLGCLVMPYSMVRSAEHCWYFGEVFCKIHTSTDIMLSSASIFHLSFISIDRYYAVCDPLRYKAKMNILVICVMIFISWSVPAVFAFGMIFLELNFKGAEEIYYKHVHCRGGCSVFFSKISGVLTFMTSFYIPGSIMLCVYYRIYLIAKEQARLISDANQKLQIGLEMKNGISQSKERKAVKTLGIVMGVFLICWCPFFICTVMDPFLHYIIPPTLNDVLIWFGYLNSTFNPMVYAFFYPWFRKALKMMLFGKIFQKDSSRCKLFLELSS
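Assay system: CHO-derived RD-HGA16 cells stably expressing human TAAR1 plus Gα16. Timing: 140 s kinetic read after compound, 140 s after agonist. Technique: kinetic Fluo-8 calcium fluorescence measurement. Measure: % inhibition of agonist calcium response.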
CHO parental Ca = counter-screen for OX1R antagonists: effect in parental CHO cells | parental CHO-K1, ATP-induced calcium, Fluo-8 fluorescence | 330,000 tested, 0.63% active | AID 463079 | inhibition, % at 5.6 µM;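 active = inhibition above that plate's mean sample inhibition plus 3 SD, cut at about 26% in these data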;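 also: 0% = ATP-challenged DMSO wells and 100% = DMSO wells without ATP; some compounds past the cut are filed as inactive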
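Assay system – parental CHO cells · Reagent – ATP stimulus · Detection – intracellular calcium via Fluo-8 no-wash fluorescent dye · Evaluation – percent inhibition of ATP-evoked calcium rise, normalized to controls · Controls – ATP wells versus no-ATP DMSO wells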
OXTR agonist = activates the human oxytocin receptor. CHO-OTR cells, Fluo-8 calcium fluorescence; normalized: DMSO 0%, oxytocin 100%. activation, % at 3 µM. 320,000 tested, 0.32% active;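 active = activation above the mean of all tested compounds plus 3 SD, cutoff set per screening run, cut at about 20% in these data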;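 also: peak over basal fluorescence ratio from a 100 s FLIPR kinetic read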
CHO-K1 Ca antag = counter-screen for M1 antagonists: effect in parental CHO-K1 cells | ATP-induced calcium, Fluo-8 fluorescence | inhibition, % at 3 µM | 360,000 tested, 0.6% active | AID 602250;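 active = inhibition above a per-plate cutoff, the plate's mean sample inhibition plus 3 SD, cut at about 24% in these data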;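 also: 0% = DMSO plus EC80 ATP and 100% = DMSO alone without ATP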
V1aR counter = counter-screen for oxytocin receptor agonists: human V1a receptor agonists. AID 2797. CHO-V1R cells, Fluo-8 calcium fluorescence, agonist mode; 0% DMSO, 100% 3 nM vasopressin. 320,000 tested, 0.25% active. P37288. activation, % at 3 µM;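 active = activation above the mean activation of all tested compounds plus 3 SD, per screening run, cut at about 20% in these data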;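 also: signal is peak over basal fluorescence ratio across a 100 second FLIPR read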
Target sequence (P37288 whole entry, looked up): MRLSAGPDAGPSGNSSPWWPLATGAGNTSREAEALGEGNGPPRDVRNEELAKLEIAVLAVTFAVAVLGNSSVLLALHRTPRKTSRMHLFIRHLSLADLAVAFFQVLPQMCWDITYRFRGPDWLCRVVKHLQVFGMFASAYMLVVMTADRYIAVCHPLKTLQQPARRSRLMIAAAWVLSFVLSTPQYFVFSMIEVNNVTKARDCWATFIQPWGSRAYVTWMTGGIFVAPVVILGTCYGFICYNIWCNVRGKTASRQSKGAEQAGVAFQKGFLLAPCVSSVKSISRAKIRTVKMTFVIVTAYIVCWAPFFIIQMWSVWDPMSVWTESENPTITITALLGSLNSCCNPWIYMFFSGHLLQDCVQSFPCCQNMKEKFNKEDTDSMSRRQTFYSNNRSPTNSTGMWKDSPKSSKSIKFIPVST
CHO-K1 Ca PAM = counter-screen for M1 PAMs: effect in parental CHO-K1 cells. activation, % at 3 µM. ATP EC20, Fluo-8 calcium fluorescence; 0% at ATP EC20, 100% at ATP max. 360,000 tested, 0.02% active;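 active = activation above the run cutoff, the mean activation of all test compounds plus 3 SD, cut at about 40% in these data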;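 also: peak over basal fluorescence ratio in a 140 s read after ATP addition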
CHO-K1 Ca ag = counter-screen for M1 agonists: effect in parental CHO-K1 cells. 360,000 tested, 0.48% active. AID 602248. Fluo-8 calcium fluorescence; scaled to maximal ATP response, vehicle zero. activation, % at 3 µM; in the data active = activation above about 15%;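 also: untransfected CHO-K1 host cells lacking M1 receptor as counterscreen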
OXTR potentiate = potentiators of human oxytocin receptor | 320,000 tested, 0.061% active | CHO-OTR cells, Fluo-8 calcium fluorescence, potentiator mode; 0% = oxytocin EC15, 100% = EC100 | P30559 | activation, % at 3 µM;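 active = activation above that plate's cutoff, the mean activation of tested compounds plus 3 SD, cut at about 6.6% in these data, passing the limit was not always enough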;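 also: 100% uses oxytocin at 75 nM as the full agonist control; some results filed as inactive read as strong as hits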
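Assay system: CHO cell line stably expressing human OTR. Reagent: EC15 oxytocin agonist. Dosing: single dose, 3.0 µM nominal final compound concentration. Timing: compound 6 min at room temperature before oxytocin, 100 s read. Signal: kinetic Fluo-8 calcium fluorescence. Controls: oxytocin EC15 low and EC100 high.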
GPR7 antag = blocks human GPR7 receptor signaling. P48145. 290,000 tested, 1.1% active. inhibition, % at 4.4 µM. GPR7-expressing cells, fluorescence antagonist assay. AID 1861; in the data active = inhibition above about 16%, passing the limit was not always enough;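 also: cells stimulated with the agonist NPW; 0% = agonist with vehicle and 100% = vehicle without agonist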
Target sequence (P48145 whole entry, looked up): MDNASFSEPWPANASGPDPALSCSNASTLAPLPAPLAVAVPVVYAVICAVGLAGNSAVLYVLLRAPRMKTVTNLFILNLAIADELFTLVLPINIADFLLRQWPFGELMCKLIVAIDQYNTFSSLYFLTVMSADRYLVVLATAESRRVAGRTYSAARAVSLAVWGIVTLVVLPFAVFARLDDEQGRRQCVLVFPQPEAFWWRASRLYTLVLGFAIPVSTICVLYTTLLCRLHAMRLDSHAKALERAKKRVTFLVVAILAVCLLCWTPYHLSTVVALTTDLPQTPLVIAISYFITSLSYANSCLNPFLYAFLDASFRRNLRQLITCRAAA
An asterisk follows results filed as active; / = no result given.

SMILES	TAAR1 antagonist	CHO parental Ca	OXTR agonist	CHO-K1 Ca antag	V1aR counter	CHO-K1 Ca PAM	CHO-K1 Ca ag	OXTR potentiate	GPR7 antag
Clc1ccc(-c2nn3c(C4COc5ccccc5O4)nnc3s2)cc1 (stereo not drawn)	5.6	-17.6	-1.3	-6.9	4.7	14.5	0.4	-7.7	-9.2
COc1ccc(C2CC(=O)N(C)c3ccccc3S2)cc1 (stereo not drawn)	-6.4	-7.8	-2.4	0.6	-1.6	18.0	-0.1	-4.9	2.4
Cc1ccc(C(=O)CCNc2ccc(F)c(Cl)c2)o1	4.1	6.8	-2.1	-6.3	-1.0	8.8	0.9	-14.3	-0.7
O=C(CSc1ncnc2ccccc12)c1cccs1	-3.1	-20.1	1.2	-3.2	-0.9	2.9	8.6	-4.0	-9.0
COc1ccccc1NC(=O)CC12CC3CC(CC(Br)(C3)C1)C2	-5.6	-15.1	-1.9	-15.1	-0.7	4.8	-0.1	-6.2	-10.9
CCOC(=O)N1CCN(C(=O)c2ccc(CSc3ccc(Cl)cc3)cc2)CC1	22.8	/	/	-10.1	/	13.7	2.6	/	24.6*
O=C(NCc1cccs1)C1CCN(S(=O)(=O)c2cccc([N+](=O)[O-])c2)CC1	-4.8	0.4	0.6	-12.2	0.1	2.7	2.0	-5.6	-15.0
Cc1ccc(CC(=O)N2CCN(c3ccccn3)CC2)cc1	-1.5	-15.7	0.0	-4.0	0.9	12.7	0.2	-3.0	0.3
CN(C)c1ncnc2c1ncn2[C@H]1CN(Cc2cccnc2)C[C@@H](CO)O1	-9.3	/	/	-4.6	/	19.2	0.7	/	/
Cc1ccc2oc3nc(C)c(C(=O)O)cc3c(=O)c2c1	0.1	4.7	0.4	18.6	0.2	-6.7	-0.1	1.3	-6.3
Cc1ccccc1NC(=O)Cc1nc(COC(=O)C(C)C)cs1	-23.6	-35.0	-0.7	-0.4	0.0	-9.5	-0.1	-2.5	-16.8
CC(=O)c1ccc(N(C(=O)c2ccco2)C(C(=O)NC2CCCC2)c2cccs2)cc1 (stereo not drawn)	-7.6	-17.6	-0.3	-5.6	0.8	-5.2	0.8	-5.6	-5.5
C/C(=N\NC(=O)c1ccccc1F)c1cccc(NC(=O)c2ccccc2)c1	1.9	-12.1	-0.7	2.7	-0.5	14.8	1.6	-10.9	-7.9
CCCCc1nc2ccccc2n1CC(=O)NN	-12.2	-17.1	-1.8	5.5	-0.4	-0.9	0.0	-6.0	-16.2
Cc1[nH]c(=O)c(C#N)c(C)c1CCC(=O)NCc1ccc(Cl)cc1	-17.5	-9.5	0.0	-3.7	-0.5	8.7	0.2	-3.8	4.9
O=C(Nc1ccc2c(c1)OCCO2)c1cnc2n(c1=O)CCS2	10.8	-10.1	0.3	-6.7	-0.1	21.3	-0.3	4.0	-6.7
CC(=O)Nc1cncc(-c2cccc(C(=O)NCCN(C)C)c2)n1	-11.9	/	/	4.6	/	2.5	0.8	/	/
COc1cc2c(cc1OC)C(C)N(C(=O)/C=C/c1cc(OC)c(OC)c(OC)c1)CC2 (stereo not drawn)	-21.2	-26.3	-1.8	15.4	-1.3	-7.2	3.3	-16.0	-28.1
CSc1nsc(SCC(=O)Nc2ccccc2C(N)=O)n1	5.2	-23.2	0.2	8.2	0.5	-6.3	0.5	-2.5	-11.4
O=C(NCCCNC(=O)c1ccccc1)c1ccccc1	-23.0	-7.9	-0.9	-2.6	0.4	8.1	0.2	2.6	/
Cc1ccc(C)c(NC(=O)C2(C)CC3c4ccccc4C2c2ccccc23)c1 (stereo not drawn)	-13.1	-6.0	-1.8	-13.7	-0.4	16.1	0.5	3.7	-8.8
CCOC1(OCC)C(c2ccc(Cl)cc2)C(C#N)(C#N)C1(OCC)OCC (stereo not drawn)	9.8	-32.7	-2.0	-7.0	-0.9	6.9	-0.2	-16.4	-8.1
COCCNc1nc(Oc2cncc(Cl)c2)c2sccc2n1	-18.7	/	/	-14.2	/	12.6	2.4	/	/
COc1ccc(CCNC(=O)C2CCN(S(=O)(=O)c3cc(OC)ccc3OC)CC2)cc1	16.9	-18.6	1.0	8.2	1.0	7.0	4.6	-2.8	-15.5
CC1Cc2ccccc2N1C(=O)C1CCCCN1S(=O)(=O)c1ccccc1 (stereo not drawn)	5.3	-9.7	-1.6	-12.8	-0.7	19.3	-0.6	-1.1	-2.7
CCc1ccccc1NC(=O)CCc1nc(-c2cccs2)no1	11.3	1.7	-0.9	-1.5	1.6	5.5	0.9	-2.8	-6.0
COc1ccccc1/C=N/NC(=O)c1ccc(NC(=O)c2cccc([N+](=O)[O-])c2)cc1	/	2.5	-1.1	/	0.6	/	/	-2.9	-7.2
CNC(=O)N(C1=NCC(C)(C)S1)c1ccc(F)c(Cl)c1	-46.9	-11.3	-0.7	10.2	-0.9	6.0	-0.3	-2.8	-10.8
COC(=O)c1ccc(CS(=O)(=O)c2ccccc2C)o1	-9.3	-7.5	0.5	-18.9	-0.3	6.3	0.4	-6.2	-19.9
Cc1nc([N+](=O)[O-])cn1CC(=O)c1ccc(OC(F)(F)F)cc1	/	5.8	1.1	-8.5	1.3	13.2	2.7	-5.9	-4.6
COCCCC1CCN(C(=O)C2CCC(=O)N(C3CCCC3)C2)CC1 (stereo not drawn)	-22.2	-5.5	0.7	-12.2	5.5	4.1	0.8	-3.3	0.2
O=c1c(-c2ccc(F)cc2)coc2cc(O)ccc12	-0.7	4.1	3.4	2.5	3.1	-3.5	0.8	-1.5	-10.5
CCC(=O)c1cn(CC(=O)NCc2cccnc2)c2ccccc12	-3.3	-4.1	-0.9	-5.0	0.7	12.2	-0.1	3.5	4.4
Cc1ccc(OCC(=O)N/N=C2/SCC(=O)N2Cc2ccco2)cc1	-2.3	3.1	-2.0	-11.8	-0.5	7.7	-0.8	-8.8	-14.9
CCOc1ccc(S(=O)(=O)N2CCOCC2)cc1NC(=O)CN1C(=O)NC2(CCCCC2)C1=O	-26.3	-8.9	-0.1	-12.8	0.4	-3.5	0.0	-2.6	/
CCN(CC(=O)NCc1ccc(Cl)cc1)C(=O)CCc1ccccc1	-3.9	-24.9	-2.2	2.0	-0.1	-19.3	-0.1	-5.3	-2.3
COc1cccc(OC)c1C(=O)Nc1nnc(-c2ccc(F)cc2)s1	-5.9	-17.7	1.7	-6.2	3.5	14.4	1.2	-3.0	19.0
Cc1ccc(NC(=O)C2CCCCC2C(=O)O)cc1Cl (stereo not drawn)	10.5	0.3	0.1	7.5	0.8	-10.7	-0.1	1.0	-1.1
Cc1cc(Cl)ccc1OCC(=O)NC(=S)Nc1ccccc1N1CCOCC1	-32.7	-22.1	-0.6	-2.6	0.3	14.8	0.1	-2.1	-2.3
Nn1c(Cc2cccc3ccccc23)nnc1SCC(=O)N1CC(=O)Nc2ccccc21	-14.5	-11.4	-0.3	-10.4	-0.6	7.9	0.5	-1.9	-2.4

Structures listed so far that have a COOH group (2):
SMILES	TAAR1 antagonist	CHO parental Ca	OXTR agonist	CHO-K1 Ca antag	V1aR counter	CHO-K1 Ca PAM	CHO-K1 Ca ag	OXTR potentiate	GPR7 antag
Cc1ccc2oc3nc(C)c(C(=O)O)cc3c(=O)c2c1	0.1	4.7	0.4	18.6	0.2	-6.7	-0.1	1.3	-6.3
Cc1ccc(NC(=O)C2CCCCC2C(=O)O)cc1Cl (stereo not drawn)	10.5	0.3	0.1	7.5	0.8	-10.7	-0.1	1.0	-1.1

Structures above that bear a hit mark in GPR7 antag.
Molecule,TAAR1 antagonist,OXTR potentiate,GPR7 antag
CCOC(=O)N1CCN(C(=O)c2ccc(CSc3ccc(Cl)cc3)cc2)CC1,22.8,/,24.6*

Next section:
SMILES	TAAR1 antagonist	CHO parental Ca	OXTR agonist	CHO-K1 Ca antag	V1aR counter	CHO-K1 Ca PAM	CHO-K1 Ca ag	OXTR potentiate	GPR7 antag
O=C(NNC(=O)c1cc2ccccc2oc1=O)c1ccccc1[N+](=O)[O-]	-9.0	-4.2	0.9	-8.9	-0.1	8.3	0.8	-7.8	-7.6
Cc1nn(CCCC(=O)NC2CCC(C)CC2)c(=O)c2nn(-c3ccccc3)c(C)c12 (stereo not drawn)	-18.3	-19.1	-1.5	-20.1	-0.8	20.4	-0.4	1.5	-4.0
COc1nc2ccccc2nc1OC	-5.6	-0.2	-0.7	9.9	0.0	-12.1	-0.6	-2.6	-21.7
COc1cc(-c2noc(C)c2C(=O)NCc2ccc(C)o2)cc(OC)c1OC	-3.9	-26.3	0.7	-7.1	-0.1	20.5	2.5	-3.3	/
CCC(CC)C(=O)Nc1cc([N+](=O)[O-])ccc1F	5.3	3.1	-1.8	-8.9	-1.3	26.7	0.9	-7.3	-3.2
O=C(Nc1ccncc1)C1CC(=O)N(c2ccccc2)C1 (stereo not drawn)	16.4	/	/	-16.7	/	19.1	2.9	/	/
C=CCn1c(=N)c(C(=O)NCCCOC)cc2c(=O)n3cccc(C)c3nc21	-1.8	-4.7	0.6	6.7	0.5	-5.2	0.1	2.1	18.4
CC1CCN(C(=O)c2ccc(NS(=O)(=O)c3cccs3)cc2)CC1	13.9	1.1	3.1	-4.6	4.8	-12.3	5.6	-4.1	3.2
O=C(CN1CCN(C2CCCCC2)CC1)Nc1ccc(Br)cc1	-19.3	-10.2	2.2	-8.4	1.6	10.1	0.0	0.5	-2.7
CNc1nc(N)c([N+](=O)[O-])c(NCC2CCCO2)n1 (stereo not drawn)	-22.4	-4.8	-1.4	-10.2	0.9	20.8	1.3	-9.8	-10.6
Cc1ccc(S(=O)(=O)c2nc(N3CCOCC3)sc2Cl)cc1	-3.8	-14.3	0.1	-4.2	0.3	21.1	1.5	-2.6	-2.9
CC1Cc2ccccc2N1C(=O)NC1CC(=O)N(c2ccc3c(c2)OCCO3)C1 (stereo not drawn)	-14.2	-15.9	1.3	-6.2	0.1	12.8	0.6	-11.9	-11.4
COc1ccc(S(=O)(=O)N(C)C[C@H]2Oc3c(NC(=O)NC(C)C)cccc3C(=O)N([C@H](C)CO)C[C@@H]2C)cc1	-17.2	-12.4	1.5	-22.5	0.4	22.1	0.4	1.3	/
COc1cccc(-c2nnn(CC(=O)N(CC(C)C)C3CCS(=O)(=O)C3)n2)c1 (stereo not drawn)	-10.6	-22.6	0.0	-6.1	0.3	14.2	1.3	-4.3	/
COc1ccc(CCC(C)NCc2ccc(Cl)c(Cl)c2)cc1 (stereo not drawn)	1.2	2.1	5.4	10.0	3.5	28.3	0.9	-10.0	13.9
Cc1ccc(N(C)S(=O)(=O)c2cccc(C(=O)N3CCN(Cc4ccccc4)CC3)c2)cc1	-10.7	-9.5	-0.4	-3.3	2.2	8.0	2.6	-0.7	/
COc1cc2[nH]c(=O)n(CCC(=O)N3CC=C(c4ccccc4)CC3)c(=O)c2cc1OC	4.5	-4.4	-0.8	-13.5	-0.3	8.5	0.6	-13.8	-4.0
